M. tuberculosis GlmU = inhibition of mycobacterial GlmU enzyme – biochemical, glucosamine-1-phosphate acetyltransferase (AID 1376). M. tuberculosis GlmU acetyltransferase enzyme assay; higher % means a stronger effect. one-dose inhibition, %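 (tested at 30 µM in the primary screen)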; IC50 in µM for titrated hits. hit rate 0.25% among 220,000; in the data active means inhibition above about 13%; inconclusive means no clear call, values can overlap the other calls;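 further: 0% = complete reaction with vehicle and 100% = reaction without substrate; strong numbers were not always called active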
Mtb RmlCD inh = M. tuberculosis RmlC/RmlD coupled enzyme inhibitors, primary screen, biochemical, compound mixtures, 384-well, from 1536-well plates. hit rate 0.03% among 160,000. dTDP-4-dehydrorhamnose reductase (Mycobacterium tuberculosis (strain ATCC 25618 / H37Rv)) …. RmlC+RmlD coupled enzyme assay, percent inhibition; primary screen in compound mixtures. inhibition, % at 3.6 µM; in the data active means inhibition mostly above about 34%, no sharp cut-off; inconclusive means no clear call, values can overlap the other calls; inactive means mostly below about 22%; further: some results filed as inactive read as strong as hits
Target sequence (P9WH09 whole entry, looked up): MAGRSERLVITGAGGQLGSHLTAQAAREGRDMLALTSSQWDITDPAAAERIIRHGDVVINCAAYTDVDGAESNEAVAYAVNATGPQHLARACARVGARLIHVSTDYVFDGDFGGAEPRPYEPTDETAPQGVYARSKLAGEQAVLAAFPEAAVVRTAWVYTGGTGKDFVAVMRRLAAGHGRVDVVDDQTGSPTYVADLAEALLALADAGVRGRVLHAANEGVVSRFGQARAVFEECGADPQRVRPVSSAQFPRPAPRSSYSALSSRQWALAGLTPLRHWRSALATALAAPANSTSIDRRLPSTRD
Target sequence (P9WH11 whole entry, looked up): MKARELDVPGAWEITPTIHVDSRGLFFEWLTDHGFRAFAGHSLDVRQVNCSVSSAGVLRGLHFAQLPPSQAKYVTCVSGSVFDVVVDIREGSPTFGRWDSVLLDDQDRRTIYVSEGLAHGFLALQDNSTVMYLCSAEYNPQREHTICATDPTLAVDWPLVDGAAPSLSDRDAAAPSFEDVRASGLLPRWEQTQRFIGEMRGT
* marks the source's active call; other numbers are inactive results; u = inconclusive; x = not tested or not shown.

SMILES | M. tuberculosis GlmU | Mtb RmlCD inh
O=C1c2ccccc2C(=O)C1c1ccncc1 | -0.6% | 2
O=C(Nc1ccccc1)c1cccc(-c2nnc(-c3ccccc3)o2)c1 | -6.8% | -7
Cc1ccc(C(=O)NC(O)C(Cl)Cl)cc1 (stereo unspecified) | 1.6% | x
C=CCc1cc(Cl)ccc1OCCN1CC(C)OC(C)C1 (stereo unspecified) | -5.2% | -13
COc1c(Cl)cc(Cl)cc1/C=C/C(=O)c1ccc(NC(=O)c2cccs2)cc1 | 1.6% | x
CN(CCCC(=O)NCc1ccco1)S(=O)(=O)c1ccccc1 | -4.1% | -5
CCOc1cc(C(=S)N2CCCCC2)ccc1OCC(=O)NCc1ccccc1 | 5.0% | 9
Cc1ccc2nc(Cl)c(C3CC(c4cccs4)=NN3S(C)(=O)=O)cc2c1 (stereo unspecified) | 2.5% | 7
CSc1ccccc1C(=O)C1CCCN(Cc2ccncc2)C1 (stereo unspecified) | 2.3% | 2
COC(=O)C1C(=O)NCC1c1ccccc1 (stereo unspecified) | x | 36
CC1CN(C(=S)SCC(=O)c2ccc(Cl)cc2)CC(C)O1 (stereo unspecified) | -1.4% | -11
Cc1ccccc1-n1nnnc1SCC(=O)NCC1CCCO1 (stereo unspecified) | -0.8% | x
Cn1c(CN2CCN(C(=O)COc3ccccc3)CC2)nc2cc([N+](=O)[O-])ccc21 | 0.3% | x
O=C1C2CCCN2C(c2ccc(Cl)cc2)N1c1nccs1 (stereo unspecified) | -0.3% | x
Cc1cc(=O)n2ccsc2n1 | 7.2% | x
O=C(O)CN1CCCCC1 | 0.3% | 18
Cn1nnc2c[n+](CC(=O)c3ccc(Cl)cc3)cc(Br)c21 | 3.6% | -4
CCOC(=O)c1sc2nc(CC(C)C)c3c(c2c1N)CCC3 | -1.2% | -4
O=C(Nc1ccccc1-c1nnc(SCc2ccc(Cl)cc2Cl)o1)c1ccccc1 | 1.0% | 5
CC(NC(=O)c1cccs1)C(c1cccs1)N1CCOCC1 (stereo unspecified) | -7.1% | 1
COc1ccc(/C(C)=N/Nc2cc(C(F)(F)F)ccc2Cl)c(OC)c1 | -7.1% | x
Cc1ccc(NC(=S)N=Nc2c(O)[nH]c3ccccc23)cc1 | 1.7% | 2
CC1/C(=N/O)CC(c2ccccc2)N(C)C1c1ccccc1 (stereo unspecified) | 7.9% | x
CCOC(=O)N1CCC(N(CCCOC)C(=O)Nc2ccc(CC)cc2)CC1 | 0.7% | 1
Cc1ccc(CNC(=O)c2oc3ccc(S(=O)(=O)N4CCC5(CC4)OCCO5)cc3c2C)cc1 | 1.8% | 0
Cc1c(CN2CCCCC2C)c(=O)n(-c2ccccc2)n1C (stereo unspecified) | -0.4% | 11
Cc1ccc(NC(=S)N2CCSC2c2cccs2)cc1 (stereo unspecified) | -5.1% | -4
Cc1ccc(/C=N/NC(=O)c2cc(C3CC3)nc3ccccc23)o1 | 4.0% | x
CC(C)(C)c1ccc(/C=C/C(=O)Nc2nncs2)cc1 | 3.6% | -6
Cc1cc(C)nc(N(C#N)Cc2ccc(Br)cc2)n1 | 7.0% | 29
Cc1cc(=O)[nH]c(SCC2COC3(CCCCC3)O2)n1 (stereo unspecified) | -6.3% | -6
O=C(Nc1cc(C(F)(F)F)ccc1Cl)c1cc2nc3c(c(C(F)(F)F)n2n1)CCCC3 | 7.6% | x
CC(C)(C)c1ccc(NC(=S)NCCc2ccccn2)cc1 | 4.5% | 1
Cc1ccc(OCC(=O)O/N=C(\N)Cc2cccs2)cc1C | -0.2% | x
CC(C)S(=O)(=O)c1csc(NC(=O)Nc2cc(Cl)ccc2Cl)c1Cl | 1.7% | 2
CCCC(CCC(=O)NC1CCCCC1)C(=O)O (stereo unspecified) | -0.5% | 16
CC(O)c1ccc2c(c1)OCCOCCN(C)CCOCCO2 (stereo unspecified) | -0.2% | 6
Cc1ccc(SCc2nn(C)c(Cl)c2C=O)cc1 | -2.7% | 4
O=C(N/N=C/c1ccccc1C(=O)O)C(=O)N1CCCCC1 | 5.7% | -2
CC1CCN(S(=O)(=O)c2ccc3c(c2)N(CC(=O)NCc2cccnc2)C(=O)CS3)CC1 | -2.4% | x
C#CCNC(=O)C1=C[C@H](c2cn(C(C)=O)c3ccccc23)[C@@H](CCCO)[C@H](OCC)O1 | 2.8% | x
COc1ccc2nc3sc(C(=O)N4CCN(C)CC4)cc3cc2c1 | x | -12
O=C(CSc1cccc[n+]1[O-])Nc1ccccc1Oc1ccccc1 | 3.2% | -1
NC(=O)c1cc(-c2ccccc2)nc2ccc(Br)cc12 | 3.0% | -2
O=C1N(Cc2ccc3c(c2)OCO3)c2ccccc2C1(O)c1c[nH]c2ccccc12 (stereo unspecified) | x | 7
O=C(COC(=O)CCCOc1ccc(Cl)cc1Cl)NCc1ccc(F)cc1 | -0.8% | -3
O=C(CSc1nnc(-c2ccc3c(c2)OCO3)o1)Nc1ncc(Cl)cc1Cl | 6.7% | 9
CC(Oc1ccccc1)C(=O)NNC(=O)c1cccs1 (stereo unspecified) | 1.6% | -7
CCCS(=O)(=O)N1CCCC(C(=O)NC(C)c2ccc3c(c2)OCCO3)C1 (stereo unspecified) | -3.6% | 11
Nc1nc2n(n1)C(=O)CC(c1ccccc1)N2 (stereo unspecified) | -0.3% | 6
CC(O)C(NC=C1C(=O)OC(C)(C)OC1=O)C(=O)O (stereo unspecified) | 2.2% | -15
COCc1cc(C)nc(Nc2ccccc2C)c1C#N | 2.3% | -8
O=C(COc1ccccc1)NCC(=O)N/N=C/c1ccccc1 | 1.6% | 2
CCc1cc(C(=O)OC)c(NC(=O)c2cc(Br)cs2)s1 | 4.1% | 7
CCOC(=O)C1(O)CSc2nc3sc(C(=O)O)c(C)c3c(=O)n21 (stereo unspecified) | 9.1% | -8
COc1c(C(=O)N2CCCC2)ccc2ccccc12 | -2.0% | x
O=C(Nc1cccc(O)c1)c1ccc([N+](=O)[O-])cc1Cl | 0.5% | 7
Cc1ccc(N2CCN(/N=C/c3cccs3)CC2)cc1 | 1.8% | -12
O=C(NCc1ccc2c(c1)OCO2)C1CCCN(S(=O)(=O)c2cccnc2)C1 (stereo unspecified) | 1.8% | x
C/C(N)=C(/C#N)C(=O)CSc1ccc2c(c1)OCCO2 | 1.8% | x

(continued)
SMILES | M. tuberculosis GlmU | Mtb RmlCD inh
Fc1ccc(NC(=S)N2CCCCC2)cc1 | 1.1% | -6
Cc1ccc(C(=O)N/C(=C\c2cccs2)C(=O)N2CCCCCC2)cc1 | -2.5% | 18
O=C(NC(=S)Nc1ccccc1F)c1ccc(Br)o1 | 0.7% | x
COc1ccc(C2C(Oc3ccccc3C)C(=O)N2Cc2ccc(F)cc2)cc1OC (stereo unspecified) | -4.5% | 15
Cc1c(C(=O)OCC(=O)NCc2ccc3c(c2)OCO3)cccc1[N+](=O)[O-] | 0.1% | -11
CC(OC(=O)CCc1c[nH]c2ccccc12)C(=O)c1ccccc1 (stereo unspecified) | -1.2% | 12
O=C(CN1CCN(S(=O)(=O)c2ccc(Br)cc2)CC1)N/N=C/c1ccc(Br)s1 | 0.5% | -12
CCSCc1nnc(SCC(=O)Nc2cccc(C(C)=O)c2)n1C | -7.7% | -6
CCCC(=O)N(c1ccc2oc(=O)sc2c1)S(=O)(=O)c1ccccc1 | -2.9% | -10
CSc1cccc(NC(=O)c2cnccn2)c1 | 1.3% | -10
COCC(C)NC(=O)CSc1nc2ccccc2n1CCc1ccccc1 (stereo unspecified) | 1.2% | u
COc1ccccc1NC(=O)c1nnn(CC(=O)Nc2cccc(SC)c2)c1N | -2.7% | x
CCOC(=O)c1cc(C(=O)NN)c(=O)[nH]c1C | 2.7% | -12
COc1ccc(N2C(=O)CCC(C(=O)N3CCN(c4ccccn4)CC3)C2c2ccc(F)cc2)cc1 (stereo unspecified) | -0.4% | -9
CCCCC1=CC2=C(c3ccco3)C(=O)C(C)(OC(=O)c3ccc(OC)cc3)C(=O)C2=CN1CC(C)C (stereo unspecified) | -7.1% | 7
Cc1ccc2nc(SCC(=O)Nc3nnc(SCC(N)=O)s3)[nH]c2c1 | 3.7% | -4
Cc1ccc(CC2C(=O)N(C)C(=O)N(C)C2=O)s1 | -4.5% | -9
O=C(Nc1ccc(S(=O)(=O)Nc2ncccn2)cc1)c1ccc(S(=O)(=O)N2CCCC2)cc1 | -2.5% | -1
CCC(=O)NC(=S)Nc1ccc(NC(=O)c2ccc([N+](=O)[O-])cc2Cl)cc1 | 2.4% | -11
Cc1nn(Cc2cccc(C(=O)Nc3ccn(Cc4ccccc4)n3)c2)c(C)c1[N+](=O)[O-] | 1.3% | x
CCCn1c(SCC(=O)NC(C)c2ccccc2)n[nH]c1=O (stereo unspecified) | 1.5% | -4
C=CCN(CC=C)S(=O)(=O)c1ccc(NC(=S)NC(=O)/C=C/c2ccc(C)cc2)cc1 | 3.6% | -2
COCC(=O)Nc1ccc(OCc2ccccc2)cc1 | 1.7% | -6
COc1ccc(Cl)cc1NC(=O)CN(C)C(=O)COc1ccccc1F | -2.1% | -10
COc1ccccc1-c1ccc(SCC(=O)NCCc2ccccc2)nn1 | -2.6% | -12
Cc1nc(NC(=O)CCCC(=O)Nc2nc(C)c(C)s2)sc1C | 14%* | 6
CCOC(=O)CC1OC(=O)c2cc3c(cc21)C(=O)OC3CC(=O)OCC (stereo unspecified) | 3.5% | -11
COc1ccc([N+](=O)[O-])cc1NC(=O)C(C)OC(=O)c1cccnc1 (stereo unspecified) | -4.2% | -1
CC1CCCN(c2ccc([N+](=O)[O-])cc2C(=O)c2ccccc2)C1 (stereo unspecified) | -1.5% | x
Cc1c(C)c2cc(Cl)c(O)c(CN3CCCC(C)C3)c2oc1=O (stereo unspecified) | -5.7% | 13
Cc1occc1C(=O)NCCc1cccc(Cl)c1 | 1.9% | x
CCCCn1nc2cc(C(=O)NCc3ccc(OC)cc3)ccc2c1OCC | -5.0% | -5
COCCCNC(=O)c1cc(OC)c(OC)c(OC)c1 | -0.8% | x
c1csc(-c2cn3c(n2)SCC3)c1 | 2.1% | 14
COC(=O)COc1nsnc1N1CCOCC1 | -3.0% | 5
O=C(/C=C/c1ccccc1)N/C(=C/c1ccccc1)C(=O)N1CCOCC1 | -4.0% | -17
CCOC(=O)C1CCN(C(=O)CCS(=O)(=O)c2ccc3c(c2)CCN3C(=O)CC)CC1 | 7.3% | 16
Cc1cccc(-c2noc(-c3cc4ccccc4oc3=O)n2)c1 | -5.2% | x
Cc1nc2ccccc2c(=O)n1NC(=O)c1cccnc1Cl | -2.5% | x
O=C(Nc1nnc(SCc2ccc(F)cc2)s1)c1ccco1 | 2.9% | -5
O=C(CCCC(=O)N(c1ccc2c(c1)OCCO2)C(C(=O)NC1CCCCC1)c1ccc(Cl)cc1)Nc1ccccn1 (stereo unspecified) | -1.1% | 7
CCOc1ccc(CNCCc2ccc(S(N)(=O)=O)cc2)cc1 | -3.5% | 3
COc1cc(NC(=O)c2ccc(C)cc2)c(OC)cc1NC(=O)CN1CCOCC1 | -0.2% | 1
Cc1cc(C)c(-c2csc(NC(=O)/C=C/c3cccs3)n2)c(C)c1 | 1.1% | -4
Cc1cc(NC(=O)Cn2nnc3sc4c(c3c2=O)CCCC4)no1 | 5.2% | x
O=C(c1ccccc1)c1cccn1CC(=O)N1CCN(c2ccc(F)cc2)CC1 | -0.6% | -8
CC(=O)Nc1ccc(NC(=O)CSc2nc3ccccc3o2)cc1 | 6.0% | -1
COc1ccc(OC)c(/C=N/NC(=O)c2cc(-c3ccc(C)o3)nc3ccccc23)c1 | 2.1% | 9
CC(=O)N1CCc2cc(S(=O)(=O)NC(C(=O)Nc3ccc4c(c3)OCCO4)C(C)C)ccc21 (stereo unspecified) | -1.4% | -4
O=C(Cc1ccccc1[N+](=O)[O-])N1CCN(c2ccc(F)cc2)CC1 | 5.8% | -10
O=C(c1ccc(COc2ccccc2Cl)o1)N1CCCC1 | -1.1% | 6
CC(C)Nc1oc(Cc2cccc3ccccc23)nc1C#N | 6.6% | 2

In a second layout: entries from further up
canonical_smiles,M. tuberculosis GlmU,Mtb RmlCD inh
CC1CCCN(c2ccc([N+](=O)[O-])cc2C(=O)c2ccccc2)C1 (stereo unspecified),-1.5%,x
Cc1c(C)c2cc(Cl)c(O)c(CN3CCCC(C)C3)c2oc1=O (stereo unspecified),-5.7%,13
Cc1occc1C(=O)NCCc1cccc(Cl)c1,1.9%,x
CCCCn1nc2cc(C(=O)NCc3ccc(OC)cc3)ccc2c1OCC,-5.0%,-5
COCCCNC(=O)c1cc(OC)c(OC)c(OC)c1,-0.8%,x
c1csc(-c2cn3c(n2)SCC3)c1,2.1%,14
COC(=O)COc1nsnc1N1CCOCC1,-3.0%,5
O=C(/C=C/c1ccccc1)N/C(=C/c1ccccc1)C(=O)N1CCOCC1,-4.0%,-17
CCOC(=O)C1CCN(C(=O)CCS(=O)(=O)c2ccc3c(c2)CCN3C(=O)CC)CC1,7.3%,16
Cc1cccc(-c2noc(-c3cc4ccccc4oc3=O)n2)c1,-5.2%,x
Cc1nc2ccccc2c(=O)n1NC(=O)c1cccnc1Cl,-2.5%,x
O=C(Nc1nnc(SCc2ccc(F)cc2)s1)c1ccco1,2.9%,-5
O=C(CCCC(=O)N(c1ccc2c(c1)OCCO2)C(C(=O)NC1CCCCC1)c1ccc(Cl)cc1)Nc1ccccn1 (stereo unspecified),-1.1%,7
CCOc1ccc(CNCCc2ccc(S(N)(=O)=O)cc2)cc1,-3.5%,3

Screens deposited in PubChem BioAssay by several laboratories.

These rows are one share of the data (hit frequency here may not be typical).
